Source: PubChem
Pf Dd2 growth: blocks in vitro growth of P. falciparum Dd2; Potency, µM (titrated, usually from 28.9 µM), for inactives: top-dose activity, negative = inhibition, usual class: inhibitors; AID 1347417; hit rate 4.3% among 120,000; P. falciparum Dd2 growth, SYBR Green, 72 h; active means well fitted inhibition curve with a large enough effect; inconclusive means small, poorly fitted or top-dose-only effect; inactive means no such curve, though single readings can be large or run the other way;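 further: plate controls were DMSO vehicle for no effect and reference drug for full effect; nearly all actives have a fitted effect of over 65% in size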
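Readout: SYBR Green fluorescence, 485 nm excitation, 535 nm emission, after ~16 h lysis at 37C. Before that, Dd2-infected red cells (2.5% hematocrit) grew 72 h with compound, 29 uM top final concentration.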
The depositor's hits bear a star; i = inactive; ? = inconclusive; [ ] = remark or other dose. Potency means the concentration at half of the fitted maximal effect. These rows are one share of the data; count on the stated rates, not on these rows.

SMILES | Pf Dd2 growth
CC(C)NC(=O)c1csc(-c2cccc(OC(C)C)c2)n1 | i
CCOC(=O)c1ccc2ncc(C(=O)OCC)c(NCCc3ccc(OC)c(OC)c3)c2c1 | 8.91µM*
O=C(NCC1CC1)c1noc(-c2ccccc2F)n1 | i
CN1CCCCCCN(C(=O)NC2CCCCC2)[C@H]2CCC[C@H]2C1=O | i
CCc1ccc(CNC(=O)c2ccc(CSc3nc4ccncc4n3Cc3ccc(OC)cc3)cc2)cc1 | 12.6µM*
O=C(Nc1ccc2n(c1=O)C[C@H]1C[C@@H]2CN(C(=O)COc2ccccc2)C1)c1ccccc1 | ?
CCCC(=O)OC1=C(C(C)=O)N(Cc2ccccc2)S(=O)(=O)c2ccccc21 | -25.0%
CC1(COc2ccc(-c3nc(COc4ccccc4)no3)cn2)CCCNC1 (stereo not given) | i
Cc1ccc2[nH]c(CSc3nnc(NC(=O)COc4ccccc4Cl)s3)cc(=O)c2c1 | 108.0%[activator]
Cn1ccnc1CN1C(=O)CO[C@H](c2ccc(NC(=O)Nc3ccccc3)cc2)[C@H]1CO | -6.3%
CCCn1nc(C)c(-c2cc(C(=O)N3CCCC(Cc4nncn4Cc4ccccc4)C3)[nH]n2)c1C (stereo not given) | ?
O=C(Cc1ccccc1)N1CCCC2(CC(c3ccccc3)=NO2)C1 (stereo not given) | ?

An excerpt of these results, as labelled records.
O=C(Nc1ccc2n(c1=O)C[C@H]1C[C@@H]2CN(C(=O)COc2ccccc2)C1)c1ccccc1
  Pf Dd2 growth = ?

CCCC(=O)OC1=C(C(C)=O)N(Cc2ccccc2)S(=O)(=O)c2ccccc21
  Pf Dd2 growth = -25.0%

CC1(COc2ccc(-c3nc(COc4ccccc4)no3)cn2)CCCNC1 (stereo not given)
  Pf Dd2 growth = i

Back to the main list, repeating the 2 entries before the break.
SMILES | Pf Dd2 growth
CCCn1nc(C)c(-c2cc(C(=O)N3CCCC(Cc4nncn4Cc4ccccc4)C3)[nH]n2)c1C (stereo not given) | ?
O=C(Cc1ccccc1)N1CCCC2(CC(c3ccccc3)=NO2)C1 (stereo not given) | ?
CNc1nc2c(c(C(=O)N3CCCC3)n1)CN(C(=O)c1cc(C(C)C)on1)CC2 | -12.9%
O=C(NCCc1ccccc1)N1CC(c2noc(C3CCCN3CC3CC3)n2)C1 (stereo not given) | ?
CCN(CC)c1cc(CCC(=O)N2CCN(c3ccc(Cl)cc3)CC2)ccn1 | 8.91µM*
N[C@H]1CO[C@H]2[C@@H]1OC[C@@H]2n1cc(CC2CCCCC2)nn1 | ?
COCCN[C@H]1[C@@H]2OC[C@@H](O2)[C@@H](NC(=O)Nc2cccc(OC)c2)[C@@H]1O | i
CN1C(=O)c2cccn2CC1C(=O)N1CCOCC1 (stereo not given) | -3.4%
COc1ccc(CCNC(=O)Cn2c(=O)nc(-c3ccccc3)c3cc(Cl)ccc32)cc1OC | ?
COc1ccc(NC(=O)CSc2nc3ccccc3n2CC(=O)Nc2cccc(C)c2C)cc1 | 2.1%
Cc1[nH]cnc1-c1nccn1-c1ccc(NC(=O)CN2CCOCC2)cc1 | -12.0%
COc1cc(/C=C(\C#N)c2nc3ccccc3[nH]2)ccc1OCc1ccc(F)cc1 | 1µM*
COc1ccc(-n2nc(C3CCN([S+](=O)([O-])c4c(C)noc4C)CC3)[nH]c2=O)cc1 | -20.5%
COc1ccc(NC(=O)CN(C)S(=O)(=O)c2ccc3nc(C)sc3c2)cc1 | 4.6%
Cc1ccc(C)c(NC(=O)Cn2c(-c3ccccc3)nc(C)cc2=O)c1 | ?
CCOC(=O)c1ccc(NC(=O)CCc2c(C)nc3c(c(C)nn3-c3ccccc3)c2C)cc1 | 13.4%
CN(C)S(=O)(=O)c1ccc(C(=O)NCCS(=O)(=O)N2CCN(c3ccccc3)CC2)cc1 | 60.5%[activator]
O=C(N[C@H](c1ccccc1)C1CC(O)C1)c1ccc(-n2cccn2)cc1 (stereo not given in full) | 1.7%
Cc1cc2ncc(C(=O)NC(C)CCc3ccccc3)cn2n1 (stereo not given) | -21.7%[44.1 µM]
CCOc1ccccc1CCCN1CC2(CCNCC2)CCC1=O | ?
O=C(NC1CCN(c2cc(-c3cccs3)[nH]n2)C1)c1ccc(Br)o1 (stereo not given) | i
CCN1CCN(C(c2cccc(Cl)c2)c2c(O)cc(C)n(CCOC)c2=O)CC1 (stereo not given) | i
COC[C@@H]1CCCN1CCC(=O)Nc1ccc(C(=O)OC)cc1 | ?
Cc1cc(F)ccc1OC1CN(CCC(C)C)C1 | ?
COCCCN(CCC(=O)NCCc1ccccc1)C(=O)c1cc(C)oc1C | i
CC1=C[C@@H](CNS(=O)(=O)c2cccc(C#N)c2)[C@H](C(C)C)C[C@H]1CC(=O)NCc1cccnc1 | -4.5%
O=C(NCc1cccc(C(F)(F)F)c1)C1CN(c2cccc(Cl)c2)C(=O)N1 (stereo not given) | i
CCc1ccc2oc(C(=O)Nc3nc(-c4ccc(F)cc4)ns3)c(C)c2c1 | 63.7%[activator]
Cc1ccc(S(=O)(=O)NCCc2nnc3ccc(SCc4ccccc4F)nn23)cc1 | i
O=C(NCCc1ccccc1)C1CCCN(C2CCN(Cc3nccs3)CC2)C1 (stereo not given) | ?
Cc1ccc(-n2c(C3CCN(C(=O)c4cc(C)cc(C)c4)CC3)n[nH]c2=O)cc1 | i
CCCCN(CC)C(=O)C1CCCN(c2ncnc3onc(C)c23)C1 (stereo not given) | ?
CN(C)c1cc(NCc2cccnc2-n2cnc3ccccc32)ncn1 | -1.8%
O=C(NCc1ccc2c(c1)OCO2)c1nc(-c2cccnc2)c2ccccn12 | ?
Cn1cc(C#N)cc1C(=O)N1CCCC(C)(Cc2ccc3c(c2)OCO3)C1 (stereo not given) | ?
C=CCO[C@@H]1CCN2C(=O)c3cc(-c4ccccc4F)ccc3NC(=O)[C@H]12 | i
CC1(c2ccccc2)CCCN(C(=O)CCn2ccc(=O)[nH]c2=O)C1 (stereo not given) | -8.0%
Cc1cc(O)c(C(c2ccccc2)N2CCC(C)CC2)c(=O)n1Cc1ccco1 (stereo not given) | i
COc1ccc(-c2cc(N3CCCN(C(=O)CCc4ccccc4)CC3)n[nH]2)cc1 | ?
Cc1ccccc1CNC(=O)CN1C(=O)C2(CCNCC2)Nc2ccccc21 | -3.7%
COc1cc2c(C(=O)Nc3cc(OC)c(OC)c(OC)c3)cn(C)c(=O)c2cc1OC | ?
COc1ccc(Br)cc1CNC(=O)c1cc2n(n1)CCCN(Cc1ccc(C)cc1)C2=O | -14.6%
O=C(c1cccc(Cl)c1)N1CCN(CCc2ccncc2)CC1 | ?
CN1CC2(CCN(C(=O)Cc3cccc(F)c3)CC2)CC1C(=O)N1CCOCC1 (stereo not given) | ?
CCn1nc(C)c(-c2cc(C(=O)N3CCC(CCOc4ccccc4)C3)no2)c1C (stereo not given) | i
CCc1cccc2c(C(CC(=O)N3CCCCC3)c3cccc(OC)c3)c[nH]c12 (stereo not given) | ?
Cc1noc(-c2ccn3c(CNC(=O)c4cccnc4)nnc3c2)n1 | -4.0%
COc1ccc(NC(=O)Cn2ccn3nc4c(c3c2=O)CCCCC4)cc1OC | i
COc1ccc(C(CC(=O)N(C)Cc2ccccn2)c2ccccc2)cc1 (stereo not given) | -2.2%
CN(CCc1noc(C2CN(C(=O)c3cc(F)ccc3F)C2)n1)C(=O)C1CC1 | 3.2%
Cc1nc(Cc2ccc(N(C)C)cc2)n(CCO)n1 | 13.6%
O=C(c1ccccn1)N1CCCC2(CC(c3ccccn3)=NO2)C1 (stereo not given) | -35.7%
CC(=O)Nc1ccc(S(=O)(=O)N2C[C@@H]3C[C@H](C2)c2c(-c4ccc(OC(F)(F)F)cc4)ccc(=O)n2C3)cc1 | ?
COC(=O)c1sc(N2C(=O)c3oc4ccccc4c(=O)c3C2c2ccc(O)cc2)nc1C (stereo not given) | 17.5%
O=C(c1ccc2c(c1)C1(CCN(CC3CC3)C1)CN2Cc1ccccc1)N1CCOCC1 (stereo not given) | i
Cc1ccc(-c2cnc(NCc3ccc(C(C)C)cc3)n2C)cc1 | ?
CC(=O)N1CCN([C@H]2[C@@H]3OC[C@@H](O3)[C@@H](NCc3ccccc3O)[C@@H]2O)CC1 | i
Cc1ccc(-c2cc(C(F)(F)F)n3nc(-c4ccc(Cl)cc4)cc3n2)cc1 | 17.3%
O=C(NCC1Cn2cccc2C(=O)N1Cc1ccccc1)c1ccccn1 (stereo not given) | 2.9%
COC(=O)N1CCn2cc(C(=O)NCc3ccc(Cl)nc3)nc2C1 | 11.3%
CC(C)C(=O)N1CCC2(CC1)OC(=O)N(CCOc1ccccc1)C2(C)c1cccnc1 (stereo not given) | ?
COc1ccc(-c2nc(C)nc3c2CCN(Cc2cc(C)on2)CC3)cc1 | -12.7%

Next records:
SMILES | Pf Dd2 growth
O=C(c1ccco1)N1CCN(C(=O)C2CCc3ncc(-c4ccsc4)n3C2)CC1 (stereo not given) | -17.8%
COCCNC(=O)c1ccc2c(c1)N(C)C(CC(=O)NCc1ccccn1)CO2 (stereo not given) | 5.3%
COc1ccc(CC(=O)N2CCN(c3cc(-c4ccccc4)[nH]n3)CC2)cc1OC | 4.1%
CCOC(=O)N1CCC(NC(=O)c2ccc3c(c2)N(Cc2ccc(F)cc2)C(=O)c2ccccc2S3(=O)=O)CC1 | ?
O=C(COc1ccc(Cl)cc1)NCCc1csc(-c2ccc(C(F)(F)F)cc2)n1 | ?
CCCCCN(CCC(=O)NCCCOC)C(=O)c1ccoc1 | -9.7%
CCc1nc2nc(C)c(NS(=O)(=O)c3ccc(F)c(C)c3)c(=O)n2[nH]1 | -20.4%[0.594 µM]
Cc1ccc(-n2nnc(-c3nc(-c4cccs4)no3)c2N)c(C)c1 | 6.4%
Cc1ccn(CCC(=O)N2CCCC2C(=O)Nc2cccc(-n3cccn3)c2)n1 (stereo not given) | -1.1%
COC(=O)c1ccccc1NC(=O)O[C@@H]1CO[C@H]2[C@@H]1OC[C@@H]2Nc1nccc(-c2ccc3c(c2)OCO3)n1 | ?
COc1ccc(-n2nc(C(=O)NCCc3ccc(OC)c(OC)c3)c3c4ccccc4n(C)c3c2=O)cc1Cl | 2µM*
CSCC[C@@H]1NC(=O)c2cc(NC(=O)c3ccc(-n4cnnn4)cc3)ccc2NC1=O | i

Molecules shown so far with an aryl thioether with sulfur outside any ring:
SMILES | Pf Dd2 growth
CCc1ccc(CNC(=O)c2ccc(CSc3nc4ccncc4n3Cc3ccc(OC)cc3)cc2)cc1 | 12.6µM*
Cc1ccc2[nH]c(CSc3nnc(NC(=O)COc4ccccc4Cl)s3)cc(=O)c2c1 | 108.0%[activator]
COc1ccc(NC(=O)CSc2nc3ccccc3n2CC(=O)Nc2cccc(C)c2C)cc1 | 2.1%
Cc1ccc(S(=O)(=O)NCCc2nnc3ccc(SCc4ccccc4F)nn23)cc1 | i

Additional records:
SMILES | Pf Dd2 growth
O=C(O)[C@@H]1CN(S(=O)(=O)C2CC2)C[C@H]1c1ccccn1 | 7.0%
COCC(=O)NC[C@@H]1C=C(C)[C@H](CC(=O)N2CCN(c3ccccn3)CC2)C[C@H]1C(C)C | ?
Nc1nc(N)c(S(=O)(=O)c2ccccc2)c(Nc2ccc(Br)cc2)n1 | i
CC1=C[C@@H](CNC(=O)CCCC(=O)O)[C@H](C(C)C)C[C@H]1Cc1nc2ccncc2[nH]1 | ?
CC(C)CN1C(=O)COC[C@@H]1[C@H](O)c1ccc(NC(=O)c2ccc(F)cc2)cc1 | i
CCCn1c2ccccc2c2cnn(CC(=O)Nc3cccc(C(=O)OCC)c3)c(=O)c21 | i
COc1cccc(C(=O)N2CCC(C3CCN(S(C)(=O)=O)CC3)C2)c1 (stereo not given) | 15.0%
CCN(CC)c1ccc(-n2nc3cc(C)c(NC(=O)c4ccccc4C)cc3n2)c(C)c1 | ?
COC(=O)c1cc(-c2ccc(Cl)cc2)c2c(=O)[nH]c(=O)n(C)c2n1 | 42.1%[activator]
Clc1ccc(-c2cnc3n[nH]c(-c4ccccc4)c3n2)cc1 | -4.0%[44.1 µM]
COc1cccc(CN2C[C@@H](F)[C@@H](OCc3nc4ccccc4o3)C2)c1 | i
COc1ccc(S(=O)(=O)N2[C@@H]3CC[C@H]2CC(NC(=O)c2ccncc2)C3)cc1OC (stereo not given in full) | 7.3%
CC(C)c1nnc2ccc(N3CCCC3)nn12 | 22.7%
CCn1ccnc1C1CCN(C(=O)CC2COCCN2)CC1 (stereo not given) | ?
CCOC(=O)C1=CN(CC(=O)Nc2ccc(F)cc2C)S(=O)(=O)N=C1C | 26.5%
Cc1nn(-c2ccccc2)c(C)c1CC(=O)NC1CCCc2c1[nH]c1ccccc21 (stereo not given) | i
Cc1cc(-c2ccc(C)c(S(=O)(=O)N3CCCC(C)C3)c2)on1 (stereo not given) | 28.1%
Cc1nonc1OCCNC1CCC2(CCNCC2)CC1 | i
COc1ccc(C(=O)N2CCC3(CC2)N=C(c2ccc(Br)cc2)NO3)cc1OC | ?
O=C(Nc1cc(NC(=O)c2ccccc2Cl)ccc1Cl)c1ccccc1 | i
CC(C)NC(=O)c1cc2n(n1)CC(c1ccc3c(c1)OCO3)OC2 (stereo not given) | i
CCc1ccc(-n2c(=O)c3c(C)c(C(=O)N(C)C)sc3n(CC(=O)Nc3cc(Cl)ccc3C)c2=O)cc1 | 38.6%[activator]
Cc1ccc(Cl)cc1N1CCN(C(=O)c2ccc(CS(=O)c3ccccc3)o2)CC1 (stereo not given) | 4.8%
